HEK293 cAMP ctrl: raises cAMP in parental HEK293 cells, TSHR agonist counter-screen; parental HEK293 CNG cAMP sensor, membrane potential fluorescence; Potency, µM (highest dose often 57.1 µM), for the others: at the highest dose activation, actives largely listed as activators; actives 2.5% (n = 73,000); AID 938; also: potency is read from the fitted curve at half-maximal effect; % of control where 0% means no effect; nearly all actives have a fitted effect of over 55% in size
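Parental HEK 293 cells stably expressing a cAMP-gated CNG channel were loaded with membrane potential dye containing 100 uM RO 20-1724 for 60 min. Compound added for 30 min; depolarization read as fluorescence intensity at 590 nm.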
Rhodamine autofl: compound fluoresces in the rhodamine spectral region; Rhodamine-region fluorescence, 547/598 nm, Tris buffer; active compounds read high; max dye-equivalent concentration, M; actives 0.05% (n = 59,000); in the data active = max dye-equivalent concentration above about 11 nM; inconclusive = between about 1.1 nM and that limit
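Read-out is relative fluorescence at 547 nm excitation and 598 nm emission, expressed as dye-equivalent concentration using rhodamine standards on every plate. Each compound was profiled across a concentration series after 15 min in 100 mM Tris, pH 8.0.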
BRCT inh green: BRCA1 BRCT-phosphoprotein interaction inhibition; P38398; Potency, µM (titrated, usually from 76.9 µM), inactives show top-dose activity change, negative = inhibition, usual class: inhibitors; actives 0.05% (n = 75,000); AID 875; BRCA1 BRCT-phosphopeptide binding, green fluorescence polarization;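 also: potency is read from the fitted curve at half-maximal effect; plate controls were peptide without protein for full effect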
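Fluorescence polarization: His-tagged BRCT (~35 kDa BRCA1 C-terminus, 250 nM) bound to 100 nM fluorescein-labeled phosphorylated 10-aa BACH1 peptide, pH 7.3 phosphate buffer with DTT and Tween 20. Compounds incubated 12 min at room temperature; inhibition read as lowered polarization.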
ALOX15 inhib: blocks human 15-lipoxygenase activity | P16050 | purified 15hLO-1, xylenol orange hydroperoxide absorbance | Potency, µM (series often up to 57.1 µM), inactives show top-dose activity change, negative = inhibition, usual class: inhibitors | actives 1.4% (n = 74,000); also: potency is read from the fitted curve at half-maximal effect; % is scaled to controls: 0 for no effect and ±100 for the full control effect; nearly all actives have a fitted effect of over 55% in size
Target sequence (P16050 whole entry, looked up): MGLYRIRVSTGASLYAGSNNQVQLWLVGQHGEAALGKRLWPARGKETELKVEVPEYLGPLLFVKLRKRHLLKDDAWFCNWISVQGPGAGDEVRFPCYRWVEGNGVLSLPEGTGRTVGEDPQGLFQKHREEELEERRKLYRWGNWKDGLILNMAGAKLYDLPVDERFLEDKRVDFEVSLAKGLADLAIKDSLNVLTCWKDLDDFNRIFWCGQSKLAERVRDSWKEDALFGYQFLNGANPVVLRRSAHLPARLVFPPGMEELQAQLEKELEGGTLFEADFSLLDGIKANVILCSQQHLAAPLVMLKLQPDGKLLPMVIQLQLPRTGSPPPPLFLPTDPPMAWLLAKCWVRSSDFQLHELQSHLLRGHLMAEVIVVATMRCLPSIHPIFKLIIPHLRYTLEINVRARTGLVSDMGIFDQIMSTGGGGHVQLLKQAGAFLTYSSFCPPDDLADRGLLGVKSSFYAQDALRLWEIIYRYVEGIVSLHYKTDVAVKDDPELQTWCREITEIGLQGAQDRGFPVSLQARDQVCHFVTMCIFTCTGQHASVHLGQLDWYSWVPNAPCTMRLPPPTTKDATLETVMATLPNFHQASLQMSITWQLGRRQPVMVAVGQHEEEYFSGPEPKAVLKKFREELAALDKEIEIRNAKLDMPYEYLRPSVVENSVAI
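Inhibition is scored from a chromogenic endpoint. After 15 min enzyme-compound contact, arachidonic acid (50 uM final) reacts 6 min with 40 nM 15hLO-1 at room temperature, then Fe-XO reagent is added for 30 min and absorbance ratio recorded.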
DNA Pol III inh: blocks replication by bacterial DNA polymerase III holoenzyme; reconstituted DNA polymerase III holoenzyme replication, biochemical; Potency, µM (highest dose often 57.1 µM), for the others: at the top dose activity change, negative = inhibition; actives 0.25% (n = 71,000); AID 603; also: potency is read from the fitted curve at half-maximal effect; % is scaled to controls: 0 for no effect and ±100 for the full control effect
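Reconstituted *E. coli* holoenzyme (0.35 nM Pol III, 1 nM beta, 154 nM SSB, 2 nM primase) was preincubated with compound for 15 min at RT. Synthesis on 1.4 nM ssM13Gori ran 35 min, then was stopped with PicoGreen/EDTA and read as dsDNA fluorescence.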
USP2a inhib: blocks human ubiquitin-specific protease USP2a; USP2a enzymatic assay, qHTS inhibition; actives 0.1% (n = 60,000); O75604; AID 927; Potency, µM (titrated, usually from 38.3 µM), without a hit: top-dose activity change, negative = inhibition, usual class: inhibitors;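 also: potency is read from the fitted curve at half-maximal effect; nearly all actives have a fitted effect of over 60% in size; plate controls were DMSO for no effect and NEM full inhibition control for full effect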
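USP2 core (20nM final) preincubated 30 min RT with compound, then Ub-PLA2 20nM and NBD C6-HPC 20uM final added; buffer 20mM Tris-HCl pH 8.0, 2mM CaCl2. Fluorescence Ex 460/Em 535 read at 0 and 2.5 h; normalized to NEM.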
HADH2 inhib: inhibitors of human HADH2 dehydrogenase; recombinant HADH2, NADH fluorescence, beta-hydroxybutyryl-CoA; Q99714; actives 3.4% (n = 73,000); AID 886; Potency, µM (series often up to 57.1 µM), for the others: top-dose activity change, negative = inhibition, usual class: inhibitors; also: potency is read from the fitted curve at half-maximal effect; % is scaled to controls: 0 for no effect and ±100 for the full control effect; nearly all actives have a fitted effect of over 60% in size; many of its hits are not listed in these tables
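Buffer 100 mM Tris-HCl pH 9.0/0.01% Tween-20; HADH2 20 nM; NAD+ 1 mM; beta-hydroxybutyryl-CoA 90 uM (all final). 15 min cpd preincubation, RT.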
Caspase-7 inhib: allosteric or competitive inhibitors of human caspase-7. P55210. recombinant caspase-7, Ac-DEVD-AFC fluorescence rate. Potency, µM (titrated, usually from 57.5 µM), without a hit: at the top dose activity change, negative = inhibition, hits mostly inhibitors. actives 0.02% (n = 75,000). AID 889; active = well fitted inhibition curve with a large enough effect in the main read-out, with a control signal flat, not every such curve was filed as active; inconclusive = small, poorly fitted or top-dose-only effect, or a change in a side signal; also: potency is read from the fitted curve at half-maximal effect; % of control where 0% means no effect
BRCT inh red: disrupts BRCA1 BRCT binding to phosphoprotein, red fluorophore readout; P38398; BRCT-phosphopeptide binding, red fluorescence polarization; Potency, µM (top dose mostly 76.9 µM), without a hit: at the top dose activity change, negative = inhibition, actives largely listed as inhibitors; actives 0.03% (n = 75,000); AID 892; also: % is scaled to controls: 0 for no effect and ±100 for the full control effect
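Fluorescence polarization: 100 nM His-tagged BRCA1 BRCT with 100 nM TAMRA-labelled phospho-BACH1 decapeptide, phosphate buffer pH 7.3 with 150 mM NaCl, DTT, 0.01% Tween 20; 12 min RT. Binding inhibition seen as FP decrease.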
Caspase-1 inhib: caspase-1 (human) inhibition, allosteric or competitive; Caspase-1 enzyme, Ac-WEHD-AFC fluorogenic rate; P29466; actives 0.03% (n = 75,000); Potency, µM (top dose mostly 57.5 µM), for inactives: top-dose activity change, negative = inhibition, most hits filed as inhibitors;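 also: potency is read from the fitted curve at half-maximal effect; plate controls were vehicle for no effect and no substrate for full effect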
Target sequence (P29466 120-297 limits assumed): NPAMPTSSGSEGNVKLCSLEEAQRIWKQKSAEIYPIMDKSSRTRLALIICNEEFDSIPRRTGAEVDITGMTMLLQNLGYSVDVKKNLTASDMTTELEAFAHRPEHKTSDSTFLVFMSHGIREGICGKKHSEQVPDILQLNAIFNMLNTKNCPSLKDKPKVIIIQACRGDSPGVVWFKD
Target sequence (P29466 317-404 limits assumed): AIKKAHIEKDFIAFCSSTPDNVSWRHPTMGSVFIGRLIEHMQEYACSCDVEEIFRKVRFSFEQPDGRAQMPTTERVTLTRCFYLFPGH
Tau fil binding: binds recombinant human tau filaments. P10636. recombinant tau filaments, thioflavin S fluorescence, 15 h; filaments grown with octadecylsulfate alongside compound. Potency, µM (top dose mostly 57.1 µM), for inactives: top-dose activity change, negative = inhibition. actives 2% (n = 71,000). AID 596;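 also: potency is read from the fitted curve at half-maximal effect; % is scaled to controls: 0 for no effect and ±100 for the full control effect; actives lower thioflavin S fluorescence by blocking filaments or displacing dye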
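Recombinant tau protein (human, 1 uM final) plus 30 uM ODS in HEPES pH 7.4 with NaCl, DTT and thioflavine S. Compound present from the start; fluorescence at 510 nm after 15 h, 37 C.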
* = called active by the depositor; [ ] = remark or other dose. Unless noted, calls follow the shape of the dose curve; as a rule, active = well fitted curve in the direction sought with a large enough effect; inconclusive = small, poorly fitted or top-dose-only effect, or another doubt; inactive = no such curve, though single readings can be large; an effect the other way counts as inactive or inconclusive. Some of the compounds tested; rates above refer to the full screens.

Screening CN(C)c1ccc(-c2nnc(-c3ccc(S(=O)(=O)C(F)F)cc3)o2)cc1 returned HEK293 cAMP ctrl -1%, Rhodamine autofl inactive, BRCT inh green 1.9%, ALOX15 inhib inconclusive, DNA Pol III inh -1%, USP2a inhib -6%, HADH2 inhib 18%, Caspase-7 inhib -21%, BRCT inh red 0.3%, Caspase-1 inhib inconclusive and Tau fil binding 22%.
For COc1ccc(N2CCCn3c2nc2c3c(=O)n(CCCc3ccccc3)c(=O)n2C)cc1 the results were HEK293 cAMP ctrl 5%, Rhodamine autofl inactive, BRCT inh green 0.0%, ALOX15 inhib 7%, DNA Pol III inh -6%, USP2a inhib 4%, HADH2 inhib 9%, Caspase-7 inhib 0%, BRCT inh red 1.4%, Caspase-1 inhib -1% and Tau fil binding 7%.
Screening Cc1cccc(NC(=O)CSc2nc3c(c(=O)[nH]2)CCC3)c1C returned HEK293 cAMP ctrl 11%, Rhodamine autofl inactive, BRCT inh green 1.1%, ALOX15 inhib -8%, DNA Pol III inh 0%, USP2a inhib 3%, HADH2 inhib 3%, Caspase-7 inhib 0%, BRCT inh red -1.1%, Caspase-1 inhib 1% and Tau fil binding -5%.
For O=C(c1cc2c(s1)CCCC2)N1CCN(C(=O)C2CCCO2)CC1 (stereo not drawn) the results were HEK293 cAMP ctrl 2%, Rhodamine autofl inactive, BRCT inh green 0.8%, ALOX15 inhib -3%, DNA Pol III inh -4%, USP2a inhib 3%, HADH2 inhib 1%, Caspase-7 inhib -2%, BRCT inh red 0.6%, Caspase-1 inhib 0% and Tau fil binding 10%.
`C=CCn1c(SCc2csc(C)n2)nc2scc(-c3ccc(C)o3)c2c1=O` gave HEK293 cAMP ctrl 25%, Rhodamine autofl inactive, BRCT inh green -1.9%, ALOX15 inhib -29%, DNA Pol III inh -1%, USP2a inhib -6%, HADH2 inhib 2%, Caspase-7 inhib -2%, BRCT inh red 1.5%, Caspase-1 inhib 0% and Tau fil binding 10%.
CCCCCNC(CC(=O)Nc1ccc(OC)cc1)C(=O)O (stereo not drawn) was read as HEK293 cAMP ctrl -3%, Rhodamine autofl inactive, BRCT inh green -1.4%, ALOX15 inhib 7%, DNA Pol III inh -5%, USP2a inhib -6%, HADH2 inhib 4%, Caspase-7 inhib 3%, BRCT inh red 1.2%, Caspase-1 inhib -1% and Tau fil binding -2%.
For CCN1CCN(CC(=O)NC2CCCCC2)C(=O)C1=O the results were HEK293 cAMP ctrl 2%, BRCT inh green -1.2%, ALOX15 inhib 0%, DNA Pol III inh -10%, HADH2 inhib 16%, Caspase-7 inhib 0%, BRCT inh red -0.9%, Caspase-1 inhib -1% and Tau fil binding -4%.
For CCC(=O)NCCC1CCc2ccc3c(c21)CCO3 (stereo not drawn) the results were BRCT inh green 1.8%[3.08 µM], ALOX15 inhib 2%, USP2a inhib 47%[activator], Caspase-7 inhib 0%, BRCT inh red -1.1% and Caspase-1 inhib 1%.
For N#Cc1nc(COc2ccccc2F)oc1NCCc1ccccc1 the results were HEK293 cAMP ctrl inconclusive, Rhodamine autofl inactive, BRCT inh green 2.1%, ALOX15 inhib -17%, DNA Pol III inh 0%, USP2a inhib -6%, HADH2 inhib -18%, Caspase-7 inhib -19%, BRCT inh red 2.1%, Caspase-1 inhib -17% and Tau fil binding -4%.
`O=C(Cc1c(F)cccc1Cl)Nc1ccncc1` gave HEK293 cAMP ctrl 14%, Rhodamine autofl inactive, BRCT inh green -1.3%, ALOX15 inhib 8%, DNA Pol III inh 0%, USP2a inhib 4%, HADH2 inhib -7%, Caspase-7 inhib 1%, BRCT inh red 1.3%, Caspase-1 inhib 1% and Tau fil binding -2%.
CCCCC(CC)CN1CN(CC(CC)CCCC)CC(C)(N)C1 (stereo not drawn) was read as BRCT inh green -0.2%[3.08 µM], ALOX15 inhib 5%, USP2a inhib -1%, Caspase-7 inhib 2%, BRCT inh red -2.1% and Caspase-1 inhib 1%.
CCOC(=O)N1CCC(c2[nH][nH]c(=O)c2C)CC1 was read as HEK293 cAMP ctrl 3%, Rhodamine autofl inactive, BRCT inh green -3.0%, ALOX15 inhib 13%, DNA Pol III inh 4%, USP2a inhib 3%, HADH2 inhib -9%, Caspase-7 inhib -1%, BRCT inh red 0.3%, Caspase-1 inhib 1% and Tau fil binding 12%.
For CCN(CC(=O)Nc1c(C(=O)OC)[nH]c2ccc(Cl)cc12)c1ccc2c(c1)OCO2 the results were HEK293 cAMP ctrl -16%, Rhodamine autofl inactive, BRCT inh green -2.9%, ALOX15 inhib -27%, DNA Pol III inh 2%, USP2a inhib 29%, HADH2 inhib 0%, Caspase-7 inhib -5%, BRCT inh red -0.2%, Caspase-1 inhib -6% and Tau fil binding inconclusive.
Screening Cc1ccc(N(C(=O)CC2NC(=O)NC2=O)C2(C(=O)NC3CCCC3)CCCCC2)cc1 (stereo not drawn) returned HEK293 cAMP ctrl 13%, Rhodamine autofl inactive, BRCT inh green -3.0%, ALOX15 inhib -2%, DNA Pol III inh 4%, USP2a inhib 14%, HADH2 inhib -6%, Caspase-7 inhib 1%, BRCT inh red -0.1%, Caspase-1 inhib -2% and Tau fil binding -4%.
`CC1(C)CC(n2c(NCCO)nc3c(c2=O)C2(CCCC2)Cc2ccccc2-3)CCO1` (stereo not drawn) gave HEK293 cAMP ctrl 4%, BRCT inh green 2.7%, ALOX15 inhib inconclusive, DNA Pol III inh 3%, HADH2 inhib -84%, Caspase-7 inhib -9%, BRCT inh red -1.5%, Caspase-1 inhib -3% and Tau fil binding 99%.
`Cn1c(Br)nc2c1c(=O)n(CC(O)COc1ccccc1)c(=O)n2C` (stereo not drawn) gave HEK293 cAMP ctrl 8%, Rhodamine autofl inactive, BRCT inh green -0.5%, ALOX15 inhib -1%, DNA Pol III inh -17%, USP2a inhib -2%, HADH2 inhib 12%, Caspase-7 inhib 0%, BRCT inh red -1.0%, Caspase-1 inhib 2% and Tau fil binding 9%.
Screening O=C(COC(=O)c1cccnc1)Nc1ccc(F)cc1 returned HEK293 cAMP ctrl 6%, Rhodamine autofl inactive, BRCT inh green -0.2%, ALOX15 inhib -1%, DNA Pol III inh -4%, USP2a inhib 10%, HADH2 inhib 1%, Caspase-7 inhib -1%, BRCT inh red 1.5%, Caspase-1 inhib 1% and Tau fil binding -14%.
For Cc1ccccc1Oc1ccc(S(=O)(=O)NCCC(=O)O)cc1 the results were HEK293 cAMP ctrl 13%, Rhodamine autofl inactive, BRCT inh green -0.6%, ALOX15 inhib 12%, DNA Pol III inh -2%, USP2a inhib -7%, HADH2 inhib 4%, Caspase-7 inhib 1%, BRCT inh red 1.5%, Caspase-1 inhib 1% and Tau fil binding -2%.
For CC(=O)N1CCN(CC(O)COc2ccc(OCc3ccccc3)cc2)CC1 (stereo not drawn) the results were HEK293 cAMP ctrl 13%, Rhodamine autofl inactive, BRCT inh green -4.1%, ALOX15 inhib 18%, DNA Pol III inh 3%, USP2a inhib 15%, HADH2 inhib 10%, Caspase-7 inhib -2%, BRCT inh red 0.0%, Caspase-1 inhib -1% and Tau fil binding 1%.
For COC(=O)c1ccc(-c2nc(O)c3cnccn23)cc1 the results were HEK293 cAMP ctrl 4%, Rhodamine autofl inactive, BRCT inh green 2.6%, ALOX15 inhib -14%, DNA Pol III inh 0%, USP2a inhib -7%, HADH2 inhib 3%, Caspase-7 inhib -11%, BRCT inh red 0.9%, Caspase-1 inhib -17% and Tau fil binding 28%.
Screening COc1ccccc1NC(=O)Nc1nc(-c2cccnc2)nc2ccccc12 returned HEK293 cAMP ctrl 12%, Rhodamine autofl inactive, BRCT inh green -3.3%, ALOX15 inhib 8%, DNA Pol III inh -6%, USP2a inhib -1%, HADH2 inhib 8%, Caspase-7 inhib 0%, BRCT inh red 0.8%, Caspase-1 inhib -3% and Tau fil binding 3%.
Screening O=C(Nc1nc(-c2ccc3c(c2)OCO3)cs1)c1ccncc1 returned HEK293 cAMP ctrl 20µM*, Rhodamine autofl inactive, BRCT inh green 2.5%, ALOX15 inhib -10%, DNA Pol III inh -16%, USP2a inhib 20%, HADH2 inhib 1%, Caspase-7 inhib 5%, BRCT inh red -0.9%, Caspase-1 inhib 1% and Tau fil binding -24%.
Screening COc1ccc2[nH]cc(CCNc3ccnc(-c4ccccc4Cl)n3)c2c1 returned HEK293 cAMP ctrl -18%, Rhodamine autofl inactive, BRCT inh green -1.8%, ALOX15 inhib -7%, DNA Pol III inh 3%, USP2a inhib 121%[activator], HADH2 inhib 5%, Caspase-7 inhib -22%, BRCT inh red 0.8%, Caspase-1 inhib -16% and Tau fil binding -10%.

Bioassay records (PubChem BioAssay)
